High-throughput results from PubChem BioAssay.
NR3A LBD binder – NR3A (human) ligand-binding domain modulation | 2.5% of 340,000 active | NR3A LBD differential scanning fluorimetry, Tm shift; 0% = protein alone, 100% = glycine-bound protein | Tm shift relative to glycine control, % at 25 µM;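 active = melting temperature shift of at least 10% of the positive control shift, at one fixed dose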
MPTP inh – permeability transition pore inhibition | AID 602449 | inhibition, % at 10 µM | 1.4% of 360,000 active | isolated mouse mitochondria, Ca2+ swelling absorbance, 30 min;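 active = inhibition of 50% or more, scaled per plate between neutral and stimulator controls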;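 note: 0% = DMSO wells given calcium and 100% = 1 mM EGTA wells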
An asterisk follows results filed as active; x = not tested or not shown; & = joins results of further samples.

SMILES	NR3A LBD binder	MPTP inh
c1ccc(-c2ccc(CN3Cc4ccccc4-n4nncc4C3)cc2)cc1	x	41
O=S(=O)(c1ccccc1)N1Cc2ccccc2-n2nncc2C1	x	0.0
CN1CCC2(CC1)NC(=O)c1ccccc1N2	1	x
C[C@H]1O[C@@H](O[C@H]2[C@@H](O)C[C@H](O[C@H]3[C@@H](O)C[C@H](O[C@H]4CC[C@@]5(C)[C@H](CC[C@@H]6[C@@H]5CC[C@]5(C)[C@@H](C7=CC(=O)OC7)CC[C@]65O)C4)O[C@@H]3C)O[C@@H]2C)C[C@H](O)[C@@H]1O	-1	x
CCC1CN1P(=O)(Oc1ccc(Cl)cc1)N1CC1CC (centres undefined)	0	-1.0
C#C[C@]1(O)CCC2C3C(=O)C=C4C=CCC[C@]4(C)C3CC[C@@]21C (some centres undefined)	-5	-1.8
CN1CCC(N(C)c2nc(-c3ccc([N+](=O)[O-])cc3)nc3ccccc23)CC1	-3	102*
Cc1cccc(NP(=O)(Oc2ccccc2F)Oc2ccccc2F)c1	-25	-2.3
CCCCC1C(=O)NC(=S)N(C)C1=O (centres undefined)	0	-1.0
CCCCCC1(C(C)C)C(=O)NC(=S)NC1=O	-1	-1.7

One compound at a time, from the list above. Order of values: NR3A LBD binder | MPTP inh
Listed for CCCCCC1(C(C)C)C(=O)NC(=S)NC1=O : -1 | -1.7
Listed for Cc1cccc(NP(=O)(Oc2ccccc2F)Oc2ccccc2F)c1 : -25 | -2.3
Listed for O=S(=O)(c1ccccc1)N1Cc2ccccc2-n2nncc2C1 : x | 0.0
Listed for C#C[C@]1(O)CCC2C3C(=O)C=C4C=CCC[C@]4(C)C3CC[C@@]21C (some centres undefined) : -5 | -1.8
Listed for CN1CCC(N(C)c2nc(-c3ccc([N+](=O)[O-])cc3)nc3ccccc23)CC1 : -3 | 102*

Next entries
SMILES	NR3A LBD binder	MPTP inh
CCCCCCC(N)CC(=O)O (centres undefined)	0	-0.7
CC12CCC(=O)C=C1CCC1C2CCC2(C)C1CCC2(O)CC#N (centres undefined)	-3	-1.6
CC(=O)OC1CC(OC2C(O)CC(OC3C(O)CC(OC4CCC5(C)C(CCC6C5CC(O)C5(C)C(C7=CC(=O)OC7)CCC65O)C4)OC3C)OC2C)OC(C)C1OC1OC(CO)C(O)C(O)C1O (centres undefined)	-1	0.8
Cc1cccc(N=C2c3cc([N+](=O)[O-])ccc3-c3c2cc([N+](=O)[O-])cc3[N+](=O)[O-])c1	-1	3.5
COc1cc(C2(C#N)CCN(C)CC2)cc(OC)c1OC	2	-1.3
C=CCOC(=O)C1C(C(=O)O)C2(Cl)C(Cl)=C(Cl)C1(Cl)C2(Cl)Cl (centres undefined)	-6	-1.9
CC(=O)OC1C(O)C(C)OC(OC2C(OC(=O)C3CCC4C(C3)OC3(CC(OC(=O)/C=C/c5ccccc5)C(C)CO3)C43CO3)OC(C)C(O)C2OC(C)=O)C1O (centres undefined)	0	-0.8
O=C1NC(=O)C(=Cc2ccc(-c3cc(Cl)ccc3[N+](=O)[O-])o2)C(=O)N1	1	31
Cc1ccccc1C(=O)N1Cc2cnnn2-c2ccccc2C1C#N (centres undefined)	-1	-0.4
O=P(NC1CCCCC1)(Oc1ccccc1)Oc1ccccc1	-1	0.1
O=C1C=CC(=O)C2C1C1(Cl)C(Cl)=C(Cl)C2(Cl)C1(Cl)Cl (centres undefined)	-7	2.0
CC(=O)C1C(N2CC2)CC2C3CCC4=CC(=O)CCC4(C)C3CCC21C (centres undefined)	-1	-0.5
ClCCN1CCSCC1	0	0.2
COC[C@H]1OC(=O)c2coc3c2[C@@]1(C)C1=C(C3=O)[C@@H]2CCC(=O)[C@@]2(C)C[C@H]1OC(C)=O	-2	-0.1
COC(=O)C1=C(C(=O)OC)C2OC1c1cc3ccccc3cc12	0	-2.2
O=C(c1ccccc1)C(Cc1ccccc1)N1CCOCC1 (centres undefined)	2	-0.6
C[C@]12CC[C@@H](O)CC1=CCC1C2CC[C@@]2(C)C1C[C@@H](F)[C@H]2O (some centres undefined)	0	0.5
NS(=O)(=O)c1nc[nH]c1[N+](=O)[O-]	2	0.7
C=CCC1(CCCCC)C(=O)NC(=S)NC1=O	1	-0.7
c1ccc(C2c3ccccc3-n3nncc3CN2CC2CCCCC2)cc1 (centres undefined)	-3	-1.9

The final 3 entries of the section before open the next one:
SMILES	NR3A LBD binder	MPTP inh
NS(=O)(=O)c1nc[nH]c1[N+](=O)[O-]	2	0.7
C=CCC1(CCCCC)C(=O)NC(=S)NC1=O	1	-0.7
c1ccc(C2c3ccccc3-n3nncc3CN2CC2CCCCC2)cc1 (centres undefined)	-3	-1.9
CC12CCC(=O)C=C1C=CC1C2CCC2(C)C(O)CCC12 (centres undefined)	-1	-0.8
CC[C@@H](CO)NC(=O)[C@@H]1C=C2c3cccc4[nH]cc(c34)C[C@H]2N(C)C1	0	-0.5
CC(=O)C1CCC2(O)C3CCC4=CC(=O)CCC4(C)C3CCC12C (centres undefined)	0	-1.4
C=CCCC1(CC(C)C)C(=O)NC(=S)NC1=O	0	-1.3
CN(C)[C@@H]1C(=O)C(C(N)=O)=C(O)[C@@]2(O)C(=O)C3=C(O)c4c(O)ccc(Cl)c4[C@@](C)(O)C3C[C@@H]12 (some centres undefined)	-2	3.8
CC1([N+](=O)[O-])COP(=O)(NCc2cccnc2)OC1 (centres undefined)	0	0.3
CS(=O)(=O)N1Cc2cnnn2-c2ccccc2C1C#N (centres undefined)	-1	-0.6
CCOC(=O)C1C(OC(=O)c2ccccc2)CC2CCC1N2C (centres undefined)	0	0.4
N[C@H](CO)Cc1ccccc1	-1	-1.6
CN(C)c1ccc([N+](=O)[O-])c([N+](=O)[O-])c1	1	-0.8
CC12C=CC(=O)CC1CCC1C2CCC2(C)C(O)C(O)CC12 (centres undefined)	0	-0.6
CCOC(=O)[C@]12Cc3ccsc3[C@H]1N(Cc1ccccc1)C(=O)c1ccccc12	-1	-0.4
COC(=O)C1=Nc2ccccc2/C1=C\c1c(O)n(-c2ccc(Br)cc2)c(=O)[nH]c1=O	-9	14
CCC1(OC(=O)CN)C(=O)OCc2c1cc1n(c2=O)Cc2cc3ccccc3nc2-1 (centres undefined)	1	-0.9
CC12CCC3C(CCC4(O)CC(O)CCC34C=NO)C1(O)CCC2C1=COC(=O)C1 (centres undefined)	0	-1.2
O=C(O)CCn1cc(C=C2C(=O)NC(=S)NC2=O)c(-c2cc3ccccc3oc2=O)n1	-1	0.0
CC(=O)O[C@H]1C[C@@H]2OC3C=C(C)CCC3(C)[C@@]1(C)[C@@]21CO1 (some centres undefined)	0	0.1
C[C@]12CCCCC1=CC(=O)C1C2CC[C@@]2(C)C1C[C@@H](F)[C@@H]2O (some centres undefined)	-3	0.1
COC(=O)NC(=S)Nc1ccccc1NC(=S)NC(=O)OC	-5	-4.2
Nc1ccc(Cc2ccc(N)cc2)cc1	-1	-0.7
C=CCC1(CC)C(=O)NC(=S)NC1=O	-3	-0.1
COc1ccc(CC(=O)C2C(=O)N(C)c3ccccc32)cc1OC (centres undefined)	-1	-0.2
CCn1nc(-c2cccs2)nc2c(=O)n(C)c(=O)nc1-2	0	-6.4
CCOC(=O)c1cnc(N2CC2)nc1N	1	1.8
COc1ccc(-c2ccc3n2Cc2cnnn2-c2ccccc2-3)cc1	-2	-0.4
C[C@@H]1C(=O)O[C@H]2[C@H](O)[C@]34[C@@H]5OC(=O)[C@]3(OC3OC(=O)[C@H](O)C34[C@H](C(C)(C)C)[C@@H]5O)[C@@]12O (some centres undefined)	2	-5.4
O=C(Nc1cccc(Cl)c1)OCC#CCN1CCCC1	-3	6.7
COC1/C=C/C=C(\C)Cc2cc(O)c(Cl)c(c2)N(C)C(=O)CC(OC(=O)C(C)C)C2(C)OC2C(C)C2CC1(O)NC(=O)O2 (centres undefined)	2	0.1
Cc1ccc(Cn2ccccc2=N)cc1	-1	-1.9
CC12CC(O)C3C(CCC4=CC(=O)CCC43C)C1CCC2=O (centres undefined)	-1	-1.2
CC12CC(=O)C3C(CCC4CC(=O)C=CC43C)C1CCC2=O (centres undefined)	3	0.9
COc1ccc(CC2C(=O)NC(C)C(=O)N(C)C3C(=O)N(C)C(Cc4ccc(O)c(c4)Oc4ccc(cc4)C3O)C(=O)NC(C)C(=O)NC(C)C(=O)N2C)cc1 (centres undefined)	0	0.1
O=C(NN=Cc1ccc(N(CCCl)CCCl)cc1)c1cc(=O)[nH]c(=O)[nH]1	8	0.3
CCCC1CCCCC12C(=O)NC(=O)NC2=O (centres undefined)	-3	-0.8
CC1(O)CCC2C3CCC4=CC(=O)CCC4=C3C=CC21C (centres undefined)	-1	1.2
C=C1C(=O)OC2CC(C)C3C=CC(=O)C3(C)C(O)C12 (centres undefined)	-2	-2.3
CC12CCC(=O)C=C1CC(N1CC1)C1C2CCC2(C)C(O)CCC12 (centres undefined)	-1	-0.8
NC(=S)c1cn(C2OC(CO)C(O)C2O)c2ncnc(N)c12 (centres undefined)	0	-1.6
O=C1CC(=O)N(Cc2ccccc2)C(=O)N1Cc1ccccc1	-11	-1.1
COc1ccccc1NP1(=O)OCC(C)([N+](=O)[O-])CO1 (centres undefined)	0	0.1
Cc1ccc(NC(=O)c2ncn(CCCNCCN3CCOCC3)n2)cc1C	-2	-0.8
COc1ccc2nc3c(C)n(C)ccc-3c2c1	-4	1.5
CC=C(C)C1(CCC)C(=O)NC(=S)NC1=O	0	-0.4
CC1=C2CCC3C(CCC4=CC(=O)CCC43C)C2CC1 (centres undefined)	-1	0.6
O=C(O)C1C2c3ccccc3C(O)C1(C(=O)O)c1ccccc12 (centres undefined)	0	-2.2
C=CCNC(=S)Nc1ccc(OC(=O)Nc2ccc(Cl)c(Cl)c2)cc1	21*	16
CN1C[C@H]2CON(C)[C@H]2C[C@H]1c1cccc(Br)c1	0	0.6
CC1=CC(=Cc2sc3ccccc3[n+]2C)C=C(C)O1	-2	3.5
CCC1(NS(=O)(=O)c2ccc(N)cc2)C(=O)N(C)C(=O)N(C)C1=O	2	0.0
C=CCN1C(=O)/C(=C/c2cccs2)C(=O)NC1=S	0	38
Carrying on.
SMILES	NR3A LBD binder	MPTP inh
O=P1(c2ccccc2)Nc2ccccc2N1c1ccccc1 (centres undefined)	-3	1.8
O=C1CC=C2C3CC4N(CCC45c4ccccc4N1C25)CC3=CCO (centres undefined)	1	-1.3
COC(=O)C1=C(C)NC(=S)NC1c1ccc(N(CCCl)CCCl)cc1Cl (centres undefined)	-17	-1.4
C[C@H]1O[C@@H](OC2CC[C@]3(C=O)[C@H]4CC[C@]5(C)[C@@H](C6=CC(=O)OC6)CC[C@]5(O)[C@@H]4CC[C@]3(O)C2)CC2OC(C)(C)OC21 (some centres undefined)	0	-0.5
c1ccc(Nc2ccc3ccccc3c2)cc1	-12	2.8
O=C(O)c1ccc([N+](=O)[O-])c([N+](=O)[O-])c1	0	-0.8
Nc1ccc2ccccc2c1	-1	-0.3
O=C1CC(=O)N(c2cccc(C(F)(F)F)c2)C(=O)N1	0	-0.3
C[C@H]1CCC/C=C/[C@@H]2C[C@H](O)C[C@H]2[C@@H](O)/C=C/C(=O)O1	0	0.1
CSc1cccc(NP2(=O)OCC(C)([N+](=O)[O-])CO2)c1 (centres undefined)	0	-0.4
CCN(C=C1CC2C3CC=C4CC(O)CCC4(C)C3CCC2(C)C1=O)CC (centres undefined)	-1	-0.4
CC(=O)C1CCC2C3CC(O)C4CC(O)CCC4(C)C3CCC12C (centres undefined)	-4	1.3
CN(c1ccccc1)P(=O)(N1CC1)N1CC1	2	-0.2
NNCc1ccccc1	0	-0.4&-3.3
Oc1ccc(Cl)cc1Cc1ccccc1	-7	8.1
CCOC(=O)[C@]12Cc3cc(OC)ccc3[C@H]1N(Cc1ccccc1)C(=O)c1cc(F)c(F)cc12	13*	0.8
CCC1(CC)C(=O)NC(=O)N(c2ccccc2)C1=O	-1	1.6
CCC1([N+](=O)[O-])COP(=O)(NCc2cccnc2)OC1 (centres undefined)	13*	-0.9
CCCC1(CCO)C(=O)NC(=S)NC1=O	-2	-1.3
CC(C)(C)C1(CCO)C(=O)NC(=S)NC1=O	-1	-1.9

Three entries already listed, sorted by length of the SMILES, ascending.
SMILES	NR3A LBD binder	MPTP inh
CCC1(CC)C(=O)NC(=O)N(c2ccccc2)C1=O	-1	1.6
CCC1([N+](=O)[O-])COP(=O)(NCc2cccnc2)OC1 (centres undefined)	13*	-0.9
CC(=O)C1CCC2C3CC(O)C4CC(O)CCC4(C)C3CCC12C (centres undefined)	-4	1.3

Copied from the list:
Reading of NNCc1ccccc1 under MPTP inh: -0.4&-3.3
Reading of CCN(C=C1CC2C3CC=C4CC(O)CCC4(C)C3CCC2(C)C1=O)CC (centres undefined) under MPTP inh: -0.4
Reading of CN(c1ccccc1)P(=O)(N1CC1)N1CC1 under MPTP inh: -0.2
Reading of Oc1ccc(Cl)cc1Cc1ccccc1 under NR3A LBD binder: -7
Reading of CCOC(=O)[C@]12Cc3cc(OC)ccc3[C@H]1N(Cc1ccccc1)C(=O)c1cc(F)c(F)cc12 under NR3A LBD binder: 13*
Reading of CCC1([N+](=O)[O-])COP(=O)(NCc2cccnc2)OC1 (centres undefined) under NR3A LBD binder: 13*

(more compounds)
SMILES	NR3A LBD binder	MPTP inh
CC12C=CC(=O)C=C1CC(O)C1C2CCC2(C)C1CCC2(C)O (centres undefined)	-1	1.3
CC1CC(C)OP(=O)(OCCC#N)O1 (centres undefined)	-1	1.2
CN1C(=O)C(=Cc2sc(=O)n(-c3ccccc3)c2N2CCCCC2)C(=O)N(C)C1=O	-1	0.5
CC1CC2C(C(O)CC3(C)C(O)CCC23)C2(C)CCC(=O)C=C12 (centres undefined)	-1	-0.5
CC1(C)C(=O)CCC2C1=CCC1C2CCC2(C)C(O)CCC12 (centres undefined)	2	0.6
CC12CCC3C(CCC4CC(=O)CCC43C)C1CC(=NO)C2=O (centres undefined)	0	0.2
c1ccc(N2C3C4CC(C5CCCC54)C32)cc1 (centres undefined)	3	-0.8
O=c1ccc2cc(O[C@@H]3O[C@H](CO)[C@@H](O)[C@H](O)[C@H]3O)c(O)cc2o1	-2	-1.8
CC1=C(O)C(=O)C=C2C1=CC=C1C2(C)CCC2(C)C3CC(C)(C(=O)O)CCC3(C)CCC12C (centres undefined)	-11	-0.8

Some of the compounds tested. The share of hits here may be higher or lower than overall.
